tim10-1 inh: tim10-1 yeast growth inhibition; S. cerevisiae tim10-1 ts strain growth, BacTiter-Glo, 24 h; 330,000 compounds, 2.2% hits; AID 463190; inhibition, % at 20 µM;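 active means inhibition of at least 40%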;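 further: mutant grown at 25 °C; 0% = DMSO wells with yeast and 100% = wells holding no yeast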
TIM10 inh: TIM10 yeast growth inhibition; S. cerevisiae TIM10 strain growth, BacTiter-Glo luminescence, 24 h; inhibition, % at 10 µM; 330,000 compounds, 1.4% hits; AID 463195;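 active means inhibition of 40% or more at the single tested concentration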;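 further: wild-type TIM10 isogenic control strain grown at permissive 25 °C; 0% = DMSO yeast wells and 100% = minimal medium wells without yeast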
697 NFkB inh: inhibitors of the PMA/ionomycin-induced NF-kB reporter in 697 B cells; inhibition, % at 4 µM; 330,000 compounds, 0.33% hits; 697 B-cell NF-kB luciferase reporter, 16 h; in the data active means inhibition above about 35%
XBP1 UPR activ: adaptive UPR (XBP1) activation; CHO-XBP1 luciferase reporter, IRE1-XBP1 UPR activation, luminescence; percent of tunicamycin response, DMSO as zero; activation, % at 20 µM; 330,000 compounds, 0.33% hits; AID 463104;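 active means versus positive control, 20 µM dose yields 30% or more activation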;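 further: 100% = tunicamycin at 10 µg/mL and 0% = DMSO only wells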
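assay system = CHO-XBP1 luciferase reporter cells | amount = 1000 cells/well | buffer or medium = F12 plus 10% FBS | compound dosing = single point, 20 µM final compound, 1% DMSO | incubation = 16-18 h cell attachment at 37 °C, then 6 h compound exposure | detection = Steady-Glo luminescence read | controls = tunicamycin 10 µg/mL and vehicle-only wells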
Jurkat NFkB inh: lowers PMA/ionomycin-induced NF-kB signal in Jurkat cells; PMA/ionomycin-induced NF-kB luciferase reporter, luminescence; inhibition, % at 4 µM; 330,000 compounds, 0.53% hits; in the data active means inhibition above about 50%
Mdm2 MdmX PPI: disrupts the human Mdm2-MdmX interaction; inhibition, % at 8 µM; 330,000 compounds, 3% hits; SaOS-2 split-luciferase Mdm2/MdmX complementation, luminescence; O15151+Q00987;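 active means inhibition of at least 50% at 8 µM in the primary screen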
CHOP UPR activ: activators of apoptotic arm of unfolded protein response (CHOP); CHO-CHOP luciferase reporter, UPR activation, luminescence; percent of tunicamycin response over DMSO baseline; activation, % at 10 µM; 330,000 compounds, 0.34% hits; AID 449763;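 active means at 10 µM dose, activation of 40% or more, normalized to positive control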;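 further: 100% = tunicamycin at 10 µg/mL and 0% = DMSO alone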
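assay system = CHO CHOP reporter cells | amount = 500 CHO-CHOP cells per well | buffer or medium = F12 with 10% FBS | incubation = 16-18 h cell attachment, then 6 h compound exposure, 37 °C | detection = luminescence read with Steady-Glo | read-out = percent activation relative to tunicamycin control | controls = tunicamycin high control, DMSO low control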
tim23-1 inh: tim23-1 yeast growth inhibition. AID 463212. 330,000 compounds, 1.3% hits. S. cerevisiae tim23-1 growth, BacTiter-Glo luminescence, 24 h. inhibition, % at 20 µM;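 active means growth inhibition of the mutant yeast at or above 50%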;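 further: temperature-sensitive mutant grown at 25 °C; plate controls were DMSO-treated mutant yeast for no effect and medium wells lacking yeast for full effect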
* hit, by the source's call; / = no result given.

Values run as follows: tim10-1 inh	TIM10 inh	697 NFkB inh	XBP1 UPR activ	Jurkat NFkB inh	Mdm2 MdmX PPI	CHOP UPR activ	tim23-1 inh
CC1CC(=O)Nc2cc([N+](=O)[O-])ccc2N1 (stereo unspecified)
  5	2	2	-2	-12	15	-0.6	17
NC(=S)N/N=C/c1c(O)c(Br)cc2oc3c(c12)CCCC3
  20	24	-11	2	10	47	-1.4	20
COCCOC(=O)C1=C(C)NC(C)=C(C(=O)OC(C)C)C1c1cccc([N+](=O)[O-])c1 (stereo unspecified)
  23	13	-10	-4	-21	-13	3.9	39
CCCC[C@H](CN(N=O)[C@@H](Cc1ccccc1)CN(C)N=O)N(CCc1ccccc1)N=O
  13	7	-3	-3	-11	-7	0.2	16
Cc1nc(C)c(C(=O)N(c2ccccc2F)C(C(=O)NCC2CCCO2)c2ccccc2)s1 (stereo unspecified)
  20	5	26	-3	9	21	-0.5	15
CC(C)C(=O)Nc1nnc(SCC(=O)NC2CCCC2)s1
  -17	-22	11	0	-1	-3	2.1	8
CSc1nc(Cl)cc(=O)[nH]1
  5	2	2	0	9	16	0.6	-4
CC(C)(C)OC(=O)NCCCCCNC(=O)c1nc[nH]c1C(=O)NCC(=O)OCc1ccccc1
  3	1	25	-3	12	66*	0.4	13
O=C(NCC(c1cccs1)N1CCOCC1)c1cc(Cl)ccc1[N+](=O)[O-] (stereo unspecified)
  3	-9	6	-4	9	-23	0.4	-2
COC(=O)CC1C(=O)NCCN1C(=O)c1ccc2oc(C(C)C)nc2c1 (stereo unspecified)
  13	-12	10	-2	-3	-8	0.0	2
CCOc1cccc(/C=N/NC(=S)NCCN2CCOCC2)c1O
  -26	9	-11	0	-11	19	-0.7	4
N#CCc1c(C#N)c(N)nc(Nc2ccccc2)c1C#N
  11	14	-5	1	5	0	2.2	11
C=CCn1c(O)c2ccc(C(=O)N=NC(=O)c3ccc(F)cc3)cc2c1O
  4	3	-10	0	-4	6	-1.6	-7
Cc1c(C(=O)OCC(=O)N(C)c2ccccc2)cccc1[N+](=O)[O-]
  5	9	2	-2	-4	21	0.7	27
COC(=O)C1=NN(C(=O)c2ccc(Cl)cc2)C(O)(c2ccccc2)C1 (stereo unspecified)
  14	14	16	-1	20	18	-0.6	28
O=C(CSc1ccc(Cl)cc1)N1CCOCC1
  5	-4	-3	0	3	-17	1.3	7
CC(C)NC(=O)[C@@H]1C[C@@]1(C)[C@@H](NC(=O)OCc1ccccc1)c1ccccc1
  18	9	3	-6	1	-1	4.2	23
Cc1ccc(C)c(OCCC(=O)Nc2cccc(S(=O)(=O)NC3=NCCCCC3)c2)c1
  14	9	-21	-4	-20	-20	2.4	14
Cc1ccc(S(=O)c2ccc(NC(=O)C3CC3)cc2C#N)cc1 (stereo unspecified)
  5	8	-2	-3	17	11	-0.8	17
COc1cccc(-c2coc3cc4oc(=O)c(CC(=O)O)c(C)c4cc23)c1
  14	7	-10	-4	-7	-1	2.6	11
CCOC(=O)c1c(C)c(C)n(Cc2ccc(OC)c(OC)c2)c1C
  25	18	-8	0	1	17	2.2	29
Cc1cc(NC(=O)Nc2ccc3c(ccn3C)c2)sn1
  -1	10	-72	-5	-64	-19	3.8	6
COc1ccc(C(CNC(=O)c2cc(=O)[nH]c3ccccc23)N2CCCC2)cc1 (stereo unspecified)
  -5	6	-36	2	-7	6	-1.7	21
Cc1cc(C)c(S(=O)(=O)N2CCN(c3ccccc3)CC2)c(C)c1
  -15	-20	10	-6	3	22	-0.6	20
COc1ccc(N/C=C(\C(C)=O)c2ccc(OC)c(OC)c2)cc1OC
  7	-9	3	0	-11	25	-1.8	-5
CCN(CC)CCCNC(=O)CCc1c(C)n(CC)c2cc(-c3ccccc3OC)nn2c1=O
  -3	3	10	-3	3	-8	2.7	-5
CCOC(=O)C1(Cc2ccccc2)CCN(Cc2cccc3nccnc23)CC1
  11	-4	0	-2	4	7	-2.4	-2
CC1CCCC(C)N1C(=O)COC(=O)Cc1ccc(Cl)cc1 (stereo unspecified)
  18	7	8	0	-1	14	0.7	27
CSc1nnc2c(n1)OC1(Nc3ccccc3-2)C(=O)Nc2ccccc21 (stereo unspecified)
  -8	3	9	3	14	15	9.7	-3
CCC(CO)Oc1cc(NC(=O)c2cccc(Cl)c2)c2ncn(C(C)C)c2c1 (stereo unspecified)
  3	3	14	3	-12	20	1.4	1
NS(=O)(=O)c1ccc(Sc2ccc3ccccc3c2)nc1
  7	8	-2	0	7	8	0.7	20
Cc1occc1C(=O)NCCc1cccc(Cl)c1
  14	10	-41	-6	-31	-18	2.8	-7
CC(=O)/C(=N/Nc1ccccc1[N+](=O)[O-])N1CCCc2ccccc21
  9	18	25	-2	8	26	1.6	19
COc1ccc(/C=N/N(C)c2cc(=O)n(C)c(=O)[nH]2)cc1OC
  9	-10	-7	2	-3	10	1.3	1
CCc1nnc(N/N=C/c2ccc(N3CCC(C)CC3)c([N+](=O)[O-])c2)n1N
  48*	36	25	9	6	30	1.1	31
COCCNC(=O)CCCn1c(=O)c2cc(OC)c(OC)cc2n(CC(=O)NCCC2=CCCCC2)c1=O
  12	10	0	1	6	-14	4.9	9
CCC(C)(C)C1CCC(=NNC(=S)Nc2cccnc2)CC1 (stereo unspecified)
  33	41*	-4	-2	0	-16	-0.6	45
CCCC(C(=O)NC1CCCC1)N(C(=O)Cn1nnc(-c2ccc(C)o2)n1)c1ccccc1F (stereo unspecified)
  24	-1	-5	-3	-12	-11	-2.2	20
CCOc1ccc(NC(=O)CC(=O)Nc2ccc(OCC)cc2)cc1
  5	-8	2	0	-6	4	0.8	4
COc1cc(-c2nn3c(-c4ccccc4)nnc3s2)cc(OC)c1OC
  30	19	2	1	-6	19	-0.7	26
COc1ccc(OC)c(C2CC(=O)Nc3c2c(=O)[nH]c2ncnn32)c1 (stereo unspecified)
  8	-8	7	-1	-8	4	1.2	-2
COC(=O)c1ccccc1NC(=O)CN(CCc1ccccc1)S(C)(=O)=O
  22	23	4	-2	-6	23	0.8	9
O=C(Nc1cccc([N+](=O)[O-])c1)c1ccc2c(c1)OCCO2
  -15	3	-107	2	-68	-80	2.8	14
Cc1ccccc1NC(=O)c1c2c(nc3ccccc13)CCC2
  2	1	20	0	-21	-38	0.9	-21
CCOc1ccc(N(C(C)C(=O)NC2CCCCCC2)S(C)(=O)=O)cc1 (stereo unspecified)
  15	-5	13	1	-6	-3	-1.5	15
COc1ccc(OC)c(C(=O)COC(=O)C2CC3CCCC(C2)C3=O)c1 (stereo unspecified)
  24	15	6	2	11	36	-0.5	30
Cc1ccc(-c2csc(NC(=O)Cn3[nH]c(=O)c4ccccc4c3=O)n2)cc1
  32	23	-95	12	-13	31	4.8	12
COc1ccc(C)cc1NC(=O)/C=C/c1ccc(OC)c(S(=O)(=O)N2CCOCC2)c1
  14	2	22	-2	21	22	4.6	21
O=C(NC(=S)Nc1cccc(O)c1)C1CCCCC1
  27	35	-4	1	-20	-3	3.5	51*
CC[C@]12c3[nH]c4ccc(Cl)cc4c3CCN1C(=O)[C@@H](CC(=O)NCCCN(C)C)C[C@@H]2C(=O)N1CCN(C(=O)C2CC2)CC1
  0	-5	6	-1	/	12	-0.1	19

Following part.
Values run as follows: tim10-1 inh	TIM10 inh	697 NFkB inh	XBP1 UPR activ	Jurkat NFkB inh	Mdm2 MdmX PPI	CHOP UPR activ	tim23-1 inh
CCOc1ccccc1N1CCN(C(=O)[C@@H]2CCCN2C2=NS(=O)(=O)c3ccccc32)CC1
  10	10	5	-5	-15	11	1.2	15
COc1ccccc1N1CCN(CC(O)c2ccccc2)CC1 (stereo unspecified)
  23	-5	6	3	-28	-22	0.5	13
COc1ccc(C2c3sc(=O)[nH]c3SC3C4CCC(C4)C23)cc1OC (stereo unspecified)
  32	20	0	2	-13	2	3.1	26
COc1ccc(CNC2CCN(Cc3ccccc3)CC2)cc1
  7	-13	9	-2	8	-9	0.5	-2
CCn1c(=O)c2c(nc(SCC(=O)NC3CCCC3)n2C)n(C)c1=O
  -17	3	19	0	1	-2	2.0	0
CC(Sc1nnc(C(C)Oc2ccccc2F)o1)C(=O)NCc1ccc2c(c1)OCO2 (stereo unspecified)
  25	10	-20	0	-8	-21	0.4	43
Cc1cc(C)nc(N(C#N)S(=O)(=O)c2ccccc2)n1
  6	12	-15	-2	-8	-4	-0.5	-14
Clc1ccc(N2COC3c4cccc5cccc(c45)C32)cc1 (stereo unspecified)
  22	11	-19	4	-13	1	2.7	8
Cc1ccc(-n2ncc3c2CCCC3NC(=O)CCc2cnccn2)cc1C (stereo unspecified)
  4	1	-7	-8	-8	18	1.6	12
Cn1c(C2CCCN2C(=O)OC(C)(C)C)n[nH]c1=S (stereo unspecified)
  9	12	35	1	1	4	0.3	9
CCN(CC)C1CC(=O)N(c2cccc(Cl)c2)C1=O (stereo unspecified)
  45*	20	5	0	-4	21	0.9	46
CCN(CC)CCCN(C(=O)c1ccc(F)cc1)c1nc(-c2ccc(OC)cc2)cs1
  8	11	-10	-4	-2	31	0.6	10

Screens as filed in PubChem.
